Bioassay records: PubChem BioAssay, Emory University Molecular Libraries Screening Center
14-3-3g Raf: 14-3-3 gamma protein interaction modulation; P61981; FP, 14-3-3gamma / TMR-pS259-Raf peptide binding; inhibition, % at 40 µM; actives 0.19% (n = 160,000); in the data active = inhibition above about 30%;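 also: 0% = protein plus tracer without compound and 100% = blank with tracer alone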
Target sequence (P61981 whole entry, looked up): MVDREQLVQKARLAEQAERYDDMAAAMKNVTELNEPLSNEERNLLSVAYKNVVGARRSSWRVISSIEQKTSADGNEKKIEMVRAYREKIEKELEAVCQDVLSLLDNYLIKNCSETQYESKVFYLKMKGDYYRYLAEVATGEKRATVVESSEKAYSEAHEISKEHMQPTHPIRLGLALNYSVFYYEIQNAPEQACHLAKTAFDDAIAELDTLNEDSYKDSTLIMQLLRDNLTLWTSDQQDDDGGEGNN
* = called active by the depositor; & = joins results of further samples.

SMILES	14-3-3g Raf
Cc1cc(NS(=O)(=O)c2ccccc2)cc(Cl)c1O	-2
CC1CCN(S(=O)(=O)c2ccc3nc(-c4cccnc4)cc(C(=O)NCc4ccccn4)c3c2)CC1	-22
Cc1oc(-c2ccccc2F)nc1CN1CCC(C(=O)NCc2cccnc2)CC1	-16
CCC(OC(=O)c1cccs1)C(=O)NCc1ccc2c(c1)OCO2 (stereo unspecified)	3
CCOC(=O)c1cnc2c(Cl)cccc2c1Nc1cccc([N+](=O)[O-])c1	0
O=C(CSC1=Nc2ccccc2C2=NC(c3ccccc3)C(=O)N12)NC1CCCCC1 (stereo unspecified)	-13
O=S(=O)(NCCc1ccccn1)c1cccs1	-11
COc1ccc(Br)cc1CNC(=O)CN1N=C(c2ccc(Cl)cc2)CCC1=O	-2
Cc1nc(N2CCN(Cc3ccc4c(c3)OCO4)CC2)c2cc(-c3ccccc3)sc2n1	-6
OCCCc1nc2n(n1)C(c1cccs1)C=C(c1ccc(Br)cc1)N2 (stereo unspecified)	-22
Cn1ccnc1SCC(=O)N1CCOCC1	-2
O=S(Cc1ccc(Cl)cc1)CC(O)COCc1ccc(Cl)cc1 (stereo unspecified)	2
Brc1ccc2c(ccc[n+]2CC=Cc2ccccc2)c1	-38
Cc1ccc(C)c(Cc2c(C)nc3c(C(=O)NC4CCC(C)CC4)cnn3c2C)c1 (stereo unspecified)	-24
Cc1cc(Cl)c(S(=O)(=O)N2CCN(c3ccc(F)cc3)CC2)cc1OCC(N)=O	-9

The final 2 compounds of the section before come first, to join the parts.
SMILES	14-3-3g Raf
Cc1ccc(C)c(Cc2c(C)nc3c(C(=O)NC4CCC(C)CC4)cnn3c2C)c1 (stereo unspecified)	-24
Cc1cc(Cl)c(S(=O)(=O)N2CCN(c3ccc(F)cc3)CC2)cc1OCC(N)=O	-9
O=C(CSc1ncnc2c1oc1ccccc12)NCc1ccc(F)cc1	2
CC(=O)c1sc(NC(=O)c2ccco2)nc1-c1ccccc1	-7
COc1cc(C2/C(=C(\O)c3ccc(Cl)cc3)C(=O)C(=O)N2CC(C)C)ccc1O (stereo unspecified)	-8
COc1ccc(OC)c(NC(=O)c2cc(S(=O)(=O)NC3CCCCC3)ccc2F)c1	-9
CC(C)[C@H](NC(=O)OC(C)(C)C)c1nnc(SCC(=O)Nc2ccc(Br)cc2)o1	-1
CC1CCN(CCCCOc2ccc(C(C)(C)C)cc2)CC1	3
CC(CCc1ccccc1)N1C(=O)c2ccccc2C1C(=O)NCCc1ccccc1 (stereo unspecified)	5
CCC1CCC(C(=O)Nc2ccc(C(C)=O)cc2)CC1 (stereo unspecified)	3
O=C1c2ccccc2N2C(=O)c3ccccc3C2N1O (stereo unspecified)	-10
Cc1cccc(Cn2c(N(C)Cc3ccccc3)nc3c2c(=O)[nH]c(=O)n3C)c1	5
CCOC(=O)CSc1nc(C)c(C(C)=O)cc1C#N	-11
Nc1ccc2nn(-c3cccc4ccccc34)nc2c1	1
COc1ccc(C(=O)CC(=O)C(=O)NC2CCCCC2)cc1	-4
Cc1ccc(-n2nc3cc(C)c(NC(=O)c4ccc(Br)o4)cc3n2)cc1	-9
O=C(COC(=O)C1CC(=O)N(c2ccccc2)C1)c1ccc(-c2ccccc2)cc1 (stereo unspecified)	-8
COc1cccc(NC(=O)c2cc3c(-c4cccc(OC)c4)nn(C)c3s2)c1	-8
CC(NC(=O)CSc1nc2c(cc1C#N)CN(C)CC2)c1ccccc1 (stereo unspecified)	-4
O=C1CN(C(=O)c2ccc(Br)cc2)C(c2ccc(F)cc2)c2cc(F)ccc2N1 (stereo unspecified)	-13
CSC(N)=NC(=O)c1ccccc1[N+](=O)[O-]	2
CC(C)(C)n1nc2c(c1NC(=O)c1ccccc1F)CS(=O)C2 (stereo unspecified)	-3&-16
COc1ccccc1N1CCN(C(=O)C2CCN(S(=O)(=O)c3ccc(F)cc3)CC2)CC1	9
O=C(CN1C(=O)CSc2ccccc21)NC1CCCC1	0
Cn1ncc([N+](=O)[O-])c1C(=O)O	-7
Cc1ccccc1N1C(=O)c2cccnc2C1=O	-6
CC1(C)NC(=O)N(CC(O)CN2CCCC2)C1=O (stereo unspecified)	-11
COc1ccccc1Nc1ncc(C(=O)NCc2ccco2)c2ccccc12	-12
Cc1sc(NC(=O)C(C)C)c(C(=O)O)c1C	-12
CCC(C)(C)n1nnnc1C(c1cc2ccc(OC)cc2[nH]c1=O)N1CCc2ccccc21 (stereo unspecified)	-6
CC1CCN(CCCNC(=O)CCn2c(=S)oc3ccccc32)CC1	1
Nc1c(Oc2ccccc2)c(Oc2ccccc2)c(N)c2c1C(=O)c1ccccc1C2=O	-48
CCCCCn1c(=O)[nH]c2cc(C(=O)NCc3ccc(OC)cc3)ccc2c1=O	4
COC(=O)C1=C(C)NC(=S)NC1c1ccc(O)cc1 (stereo unspecified)	-3
CCOc1ccccc1C(=O)N(Cc1cccs1)C1CCS(=O)(=O)C1 (stereo unspecified)	-1
CCOC(=O)c1ccc(N2C(=O)C(=O)/C(=C(/O)c3ccc(OC)cc3)C2c2ccccc2Cl)cc1 (stereo unspecified)	-10
Fc1ccc(CNCc2ccc3c(c2)OCO3)cc1	0
O=C1c2ccccc2C(=O)N1CCSc1nnc(C2COc3ccccc3O2)n1-c1ccccc1 (stereo unspecified)	-4
COc1cc(SC)ccc1C(=O)NC1CCCCCCC1	-9
CCc1ccc(NC(=O)CSC2=C(C#N)C(c3ccco3)C3=C(CCCC3=O)N2)cc1 (stereo unspecified)	-4
CC(=O)c1c(C(C)=O)c(C)n(-c2ccccc2N)c1C	-1
O=c1sc(N2CCN(C3CCCCC3)CC2)nc2ccsc12	-4
COc1ccc([N+](=O)[O-])cc1NC(=O)c1sc2ncn(CC(=O)N3CCOCC3)c(=O)c2c1C	12
CCc1ccccc1N1C(=O)C2C3c4ccccc4C(C(=O)O)(c4ccccc43)C2C1=O (stereo unspecified)	-3
CN(C)CCCN1C(=O)C(=O)/C(=C(/O)c2ccc3c(c2)OCO3)C1c1cccnc1 (stereo unspecified)	-2
COc1ccc(-c2ccc(=O)n(CC(=O)Nc3cccc(C)c3C)n2)cc1	-12
O=C(CSc1nc2c(cnn2-c2ccc(F)cc2)c(=O)[nH]1)Nc1ccc(F)cc1	-1
COc1ccc(Cl)cc1Nc1ncnc(N)c1[N+](=O)[O-]	-1
Cc1cc(SCc2ccccc2)nc(=O)[nH]1	-7
COC(=O)C1=C(N)N(c2ccccc2F)C2=C(C(=O)CCC2)C1c1ccc2c(c1)OCO2 (stereo unspecified)	-1
NC(=O)C1CCN(c2nc3ccsc3c(=O)s2)CC1	-12
O=S(=O)(c1ccc(-c2cn3ccccc3n2)cc1)N1CCCCCC1	-12
Cc1nc2c(C(=O)NCCC3=CCCCC3)cnn2c(C)c1Cc1ccccc1Cl	-14
Cc1c(Cl)ccc2c1NC(=O)[C@]21N[C@@H](CCC(N)=O)[C@H]2C(=O)N(c3ccc(F)cc3)C(=O)[C@H]21	-20
COc1cc2c(cc1OC)C(C(=O)NCC1COc3ccccc3O1)C(c1cccs1)N(C)C2=O (stereo unspecified)	-3
O=C(NCCN1CCCCCC1)c1oc(=O)c2ccccc2c1-c1ccccc1	-9
COc1ccc(-c2ccc(NCCC3=CCCCC3)nn2)cc1OC	-35
CCOC(=O)c1snc(C(=O)NC2CCCCC2)c1N	0
Cc1ccc(C(=O)N2CCN(C(=O)CN3CCOCC3)C2)cc1	-1
N#CC1(NC(=O)c2cc3ccccc3oc2=O)CCCCC1	-10
CN(C)CCCN1C(=O)C(O)=C(C(=O)c2cc3ccccc3o2)C1c1ccccn1 (stereo unspecified)	5
CC(C)(C)NC(=O)C1C(=O)CNC23CCCCC2C1c1ccccc1O3 (stereo unspecified)	8

Further compounds follow.
SMILES	14-3-3g Raf
Cc1cccc(OC(=O)c2cc3cc(Br)ccc3oc2=O)c1	-7
COc1ccc2c(CC(=O)OCC(=O)Nc3ccc4c(c3)OCO4)coc2c1	-8
Cc1ccc(-n2c(SCC(=O)NCC3CCCO3)nc3n[nH]c(C)c3c2=N)cc1Cl (stereo unspecified)	5
COc1ccccc1CNC(=O)C(C)N1C(=O)COc2ccc(C)cc21 (stereo unspecified)	-2
COc1ccc2c(c1)c(=O)oc1cc(OCC(=O)O)ccc12	-10
O=C(Nc1cccc2ccccc12)N1CCN(Cc2ccccc2)CC1	4
CCn1nc(CC(=O)Nc2nnc(CC(=O)N3CCCCC3)s2)c2ccccc2c1=O	-6
Cc1cccc2sc(=NC(=O)c3ccc(S(=O)(=O)N4CCCCC4)cc3)n(C)c12	-3
COc1ccc(Oc2coc3cc(OC(=O)c4c(C)cc(C)cc4C)ccc3c2=O)cc1	-5
CC(C)(O)c1cc(=O)sc2nc3ccccc3n12	-3
COc1nsc(I)c1C#N	-4
C=CCSc1ncccc1C(=O)NCc1ccccc1	-1&8
CNC(=O)C1CC(=O)N(Cc2ccc3c(c2)OCO3)C(=Nc2ccc(F)cc2)S1 (stereo unspecified)	2
CC1=C(C(=O)OCc2ccccc2)C(c2cccc(Cl)c2)N2C(=O)CCSC2=N1 (stereo unspecified)	-7
COc1ccc(NC(=O)NCCSc2ccc(Cl)cc2)c(OC)c1	1
COc1ccc2c(c1OC)C(=O)N(c1nccs1)C2	-2
CC(=O)Nc1c(C(=O)C2CC2)oc2ccccc12	-10
CCC(SC1=NCCS1)C(=O)Nc1ccc(S(N)(=O)=O)cc1 (stereo unspecified)	-9
O=[N+]([O-])c1cccc(C2=Nc3ccccc3N=C(c3ccccc3O)C2)c1	-3
CCN(CC)Cc1cc(NC2=NS(=O)(=O)c3ccccc32)ccc1OC(=O)C(C)C	9
CCn1c2ccccc2c2cc(NC(=O)CN3CCN(S(=O)(=O)c4ccc(C(C)C)cc4)CC3)ccc21	-30
Brc1ccc(-c2nc3ncccn3c2NC2CCCCC2)o1	-28
CCc1ccc(N2CC(C(=O)Nc3ccccc3F)CC2=O)cc1 (stereo unspecified)	-6
CCCCNc1nc2c(c(=O)n(Cc3cccc(Br)c3)c(=O)n2C)n1C	-2
Cc1ccc(Nc2cc(C)nc3c(C)c(C)ccc23)cc1	-7
COc1ccc(C(=O)C2C(c3ccc4c(c3)OCO4)NC(=O)NC2(O)C(F)(F)F)cc1 (stereo unspecified)	-8
CNC(=O)c1cc2c(=O)n3ccccc3nc2n(Cc2ccco2)c1=N	-1
Cc1c(C(=O)N(C)Cc2ccccc2)sc2ncn(C)c(=O)c12	1
COc1ccc(OC)c2[nH]c(=O)c(CCNC(=O)C(C)Oc3ccccc3)cc12 (stereo unspecified)	3
Cc1cc(NC(=O)C2C3C(=O)N(CCC(C)C)C(C(=O)NCc4ccccc4)C34C=CC2(C)O4)no1 (stereo unspecified)	-2

Reformatted as comma-separated lines: 17 of the compounds above
compound,14-3-3g Raf
COc1nsc(I)c1C#N,-4
C=CCSc1ncccc1C(=O)NCc1ccccc1,-1&8
CNC(=O)C1CC(=O)N(Cc2ccc3c(c2)OCO3)C(=Nc2ccc(F)cc2)S1 (stereo unspecified),2
CC1=C(C(=O)OCc2ccccc2)C(c2cccc(Cl)c2)N2C(=O)CCSC2=N1 (stereo unspecified),-7
COc1ccc(NC(=O)NCCSc2ccc(Cl)cc2)c(OC)c1,1
COc1ccc2c(c1OC)C(=O)N(c1nccs1)C2,-2
CC(=O)Nc1c(C(=O)C2CC2)oc2ccccc12,-10
CCC(SC1=NCCS1)C(=O)Nc1ccc(S(N)(=O)=O)cc1 (stereo unspecified),-9
O=[N+]([O-])c1cccc(C2=Nc3ccccc3N=C(c3ccccc3O)C2)c1,-3
CCN(CC)Cc1cc(NC2=NS(=O)(=O)c3ccccc32)ccc1OC(=O)C(C)C,9
CCn1c2ccccc2c2cc(NC(=O)CN3CCN(S(=O)(=O)c4ccc(C(C)C)cc4)CC3)ccc21,-30
Brc1ccc(-c2nc3ncccn3c2NC2CCCCC2)o1,-28
CCc1ccc(N2CC(C(=O)Nc3ccccc3F)CC2=O)cc1 (stereo unspecified),-6
CCCCNc1nc2c(c(=O)n(Cc3cccc(Br)c3)c(=O)n2C)n1C,-2
Cc1ccc(Nc2cc(C)nc3c(C)c(C)ccc23)cc1,-7
COc1ccc(C(=O)C2C(c3ccc4c(c3)OCO4)NC(=O)NC2(O)C(F)(F)F)cc1 (stereo unspecified),-8
CNC(=O)c1cc2c(=O)n3ccccc3nc2n(Cc2ccco2)c1=N,-1

Next section:
SMILES	14-3-3g Raf
CCOC(=O)N1CCN(C(=O)CSCc2nc(-c3ccccc3F)oc2C)CC1	-2
c1ccc2c(c1)[nH]c1c(N3CCC4(CC3)OCCO4)ncnc12	6
CC1(C)CC(=O)C2=C(C1)Nc1ncnn1C2c1ccc(F)cc1 (stereo unspecified)	-1
O=[N+]([O-])c1cccc(-c2noc(C34CC5CC(CC(C5)C3)C4)n2)c1	2
Nc1c(C(=O)c2ccc(Cl)cc2)sc2nc3c(c(-c4ccco4)c12)CCC3	-100
CCOc1cccc2cc(C(N)=O)c(=Nc3sc4c(c3C(N)=O)CCCC4)oc12	-24
COc1ccc(NC(=O)CCSc2nc3ccccc3s2)cc1	5
Cc1ccc(C(=O)c2ccccc2C(=O)O)cc1Cl	-6
COc1ccc(-n2c(=O)c3ccccc3n(CC(=O)Nc3ccc(F)cc3)c2=O)cc1OC	2
COC(=O)c1ccc(C2C(C(=O)OCCOc3ccccc3)=C(C)NC3=C2C(=O)CCC3)cc1 (stereo unspecified)	0
CCCCOc1ccc(C(=O)Nc2cc3cc(Br)ccc3oc2=O)cc1	0
COc1cc(OC)c(OC)cc1CN1CCN(c2ccccc2OC)CC1	-3
Cc1cc(Cl)ccc1OCC(=O)Nc1ccccc1C(=O)Nc1ccccc1	-6
CC(=O)Nc1ccc(-c2nc3cc(NC(C)=O)c(Cl)cc3[nH]2)cc1	-17
Cc1cc(Br)c(O)c(C=Nc2ccc(N3CCOCC3)cc2)c1	-83
Cc1ccc(N2C(=O)CC(Sc3nc4ccccc4s3)C2=O)cc1C (stereo unspecified)	-15
CCC(C)NC(=O)CSc1ncccc1C(=O)O (stereo unspecified)	0
O=C1C2C3c4ccccc4C(Br)(c4ccccc43)C2C(=O)N1c1ccc([N+](=O)[O-])cc1 (stereo unspecified)	-21
CCN1CNC(=S)N(c2cccc(Cl)c2)C1	-1
CN(C)c1ccc(C2CC(c3ccc(Br)cc3)=NN2C(=O)CCC(=O)O)cc1 (stereo unspecified)	6
COCc1nnc(NC(=O)CC(C)c2ccccc2)s1 (stereo unspecified)	0&-3
O=C(NCc1ccco1)c1cccn2c(=O)c3sccc3nc12	-2
CC(C)CCn1c(SCC(=O)N2CCCC2)nc2ccsc2c1=O	3
CC1(C)Cc2ccccc2C(Nc2ccc(Br)cc2)=N1	8

These rows are one share of the data; count on the stated rates, not on these rows.
